ERK EGF inh: qHTS Assay for Inhibitors of the ERK Signaling Pathway using a Homogeneous Screening Assay; Stimulation with EGF; Potency, µM (highest dose often 11.5 µM), for the others: at the highest dose activity change, negative = inhibition, actives largely listed as inhibitors; 130,000 tested, 0.41% active; HEK293-V1b, EGF-stimulated phospho-ERK AlphaScreen; AID 1454, 2008; active = well fitted inhibition curve with a large enough effect; inconclusive = small, poorly fitted or top-dose-only effect, or effect the other way;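 note: plate controls were stimulated vehicle wells for no effect and unstimulated vehicle basal for full effect; nearly all actives have a fitted effect of over 55% in size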
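Compounds are titrated over HEK293-V1b cells kept overnight in 1% FBS. After 30 min at 37C, EGF (25 nM final) triggers ERK phosphorylation for 5 min, measured by AlphaScreen in lysates.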
* hit, by the source's call; ? = inconclusive; [ ] = remark or other dose. Potency is the fitted concentration of half-maximal effect.

SMILES	ERK EGF inh
CN1CCC(=O)N(CCSc2ccc(Br)cc2)CC1	-3.9%[57.5 µM]
COc1ccc(C[C@@H]2CN3C(=NC[C@@H]3C)N2C[C@H](C)NC(=O)CCC2CCCCC2)cc1	-6.2%[57.5 µM]
Cn1c(=O)c(/C(N)=N/OC(=O)c2ccccc2)cn(-c2ccccc2)c1=O	-0.4%[57.5 µM]
CCOC(=O)C1=C(CNCc2ccccc2Cl)NC(=O)NC1c1cccc([N+](=O)[O-])c1 (configuration not stated)	-1.1%
COc1ccc(CN(C(=O)c2cccs2)c2ccccc2C(=O)O)cc1	-8.3%[57.5 µM]
COc1cc(C2C=C(c3cccs3)Nc3ncnn32)cc(OC)c1OC (configuration not stated)	0.5%
CN1C(=S)SC2CS(=O)(=O)CC21 (configuration not stated)	-3.0%[57.5 µM]
COc1ccc(NCC(=O)Nc2cc(S(=O)(=O)N3CCOCC3)ccc2N2CCOCC2)c(OC)c1	6.3%[57.5 µM]
O=C(CSc1nccc(=O)[nH]1)NCc1ccc(Cl)cc1	4.3%[57.5 µM]
O=C1CN(C(=O)CNC(=O)c2ccccc2Cl)c2ccccc2N1	-4.4%[57.5 µM]
COC(=O)c1ccc(-n2c(C)cc(C(=O)CCl)c2C)cc1	-0.4%
COc1ccc(C(=O)NC2=NCCS2)cc1S(=O)(=O)N1CCCCC1C (configuration not stated)	3.3%
O=c1c2ccccc2nnn1COc1ccc(Cl)cc1Br	-0.3%
CC(C)=CCN1CCN(Cc2ccoc2)CC1CCO (configuration not stated)	-9.6%[57.5 µM]
CC(=O)[C@]1(O)CCC2C3CCC4=CC(=O)CC[C@@]4(C)C3CC[C@]21C (some centres not stated)	27.4%
CCOc1ccc(NC(=O)CN(C)CC(=O)Nc2ccc(F)c(F)c2F)cc1OCC	-3.4%
CC(C(=O)N1CCCC1)N1CCN(c2ccccc2O)CC1 (configuration not stated)	-8.0%
CC(C)C[C@H](NC(=O)c1nc[nH]c1C(=O)N1CCN(c2ccccc2)CC1)C(=O)OC(C)(C)C	12.4%[57.5 µM]
CC(C)OC(=O)C1C2C=CC3(CN(CC4CCCO4)C(=O)C13)O2 (configuration not stated)	-3.2%[57.5 µM]
CCc1ccc(NC(=O)Nc2c(C)n(C)n(-c3ccccc3)c2=O)cc1	-0.3%
CC(=O)OC(C(=O)NC1CCCCC1)c1ccccc1Cl (configuration not stated)	25.5%
O=c1cc(Nc2ccc3c(c2)OCO3)[nH]c(=O)n1-c1ccc(Br)cc1	1.3%
O=S1(=O)CCC(N=Nc2c(O)n(Cc3ccccc3)c3ccccc23)C1 (configuration not stated)	?
CC1=C(C(=O)OCCOc2ccccc2)C(c2coc3ccccc3c2=O)C2=C(CCCC2=O)N1 (configuration not stated)	-6.2%[57.5 µM]
COc1ccc(OC)c(Nc2ncnc3c2cnn3-c2cccc(C)c2)c1	?

6 entries already listed, ordered by SMILES length, lowest first:
SMILES	ERK EGF inh
CC(=O)OC(C(=O)NC1CCCCC1)c1ccccc1Cl (configuration not stated)	25.5%
CC(C(=O)N1CCCC1)N1CCN(c2ccccc2O)CC1 (configuration not stated)	-8.0%
COc1ccc(CN(C(=O)c2cccs2)c2ccccc2C(=O)O)cc1	-8.3%[57.5 µM]
CC(C)OC(=O)C1C2C=CC3(CN(CC4CCCO4)C(=O)C13)O2 (configuration not stated)	-3.2%[57.5 µM]
CCOc1ccc(NC(=O)CN(C)CC(=O)Nc2ccc(F)c(F)c2F)cc1OCC	-3.4%
CC1=C(C(=O)OCCOc2ccccc2)C(c2coc3ccccc3c2=O)C2=C(CCCC2=O)N1 (configuration not stated)	-6.2%[57.5 µM]

Further compounds follow.
SMILES	ERK EGF inh
CC(Nc1ccccc1)c1cccnc1 (configuration not stated)	-13.0%
COc1ccc(NC(=O)N2CCC(n3nnc4cc(C)ccc43)CC2)cc1	1.8%
COc1ccc(C(CC(=O)N2CCCCC2)C(C)C)cc1 (configuration not stated)	-4.0%[57.5 µM]
Cc1cc(=O)oc2cc(OCC(=O)OCC(=O)N(C)C3CCS(=O)(=O)C3)ccc12 (configuration not stated)	8.6%[57.5 µM]
CCc1cccc2c(C(=S)N3CCCC3)c[nH]c12	2.6%
O=C(O)CC1(CC(=O)NCc2csc(-c3cccs3)n2)CCCCC1	-3.0%[57.5 µM]
Cc1cccc(NC(=O)c2ccc(S(=O)(=O)C(F)F)cc2)c1C	2.9%
CC(=O)Nc1ccc(C(O)(C(F)(F)F)C(F)(F)F)cc1	1.8%
COc1ccc2[nH]cc(CCNS(=O)(=O)c3ccc(C)cc3)c2c1	-25.2%[57.5 µM]
Cc1nnc(N2C(=O)C(O)=C(C(=O)c3ccco3)C2c2cccc3ccccc23)s1 (configuration not stated)	-0.2%[57.5 µM]
CN(NS(=O)(=O)c1ccc(F)cc1)c1ncc(C(F)(F)F)cc1Cl	2.2%
CN(C)c1ccc(/C=N/NC(=O)c2sccc2-n2cccc2)cc1	-17.0%
CN(CC(=O)Nc1ccc(S(N)(=O)=O)cc1)Cc1ccccc1F	-3.9%
COc1ccc(S(=O)(=O)c2nnn(-c3ccccc3Cl)c2N)cc1	-0.6%
Cc1cc(C)c(OCCN(C)Cc2ccccc2)c(Br)c1	-4.0%
C[C@@H](C(=O)OCn1nnc2ccccc2c1=O)N1C(=O)C2CCCCC2C1=O (some centres not stated)	4.3%
Nc1ccc(-c2nc3ccc(N)cc3s2)cc1	14.0%[57.5 µM]
N[C@@H]1C(O)OC(CO)C(O)C1O (some centres not stated)	12.4%
CC(=O)NCCC(=O)N1CCc2c([nH]c3ccccc23)C1c1cccc(C)c1 (configuration not stated)	-0.2%
COC(=O)c1ccc(-c2ccc(F)cc2)nc1C	2.5%
Cc1cc(C)n(-c2nnc3c4ccccc4n(C)c3n2)n1	-3.6%[57.5 µM]
CNc1ccc(Br)cc(C(=O)/C=C/c2ccc(OC)cc2OC)c1=O	12.9%
C[C@H]1CS(=O)(=O)CCN1/N=C\c1ccc([N+](=O)[O-])o1	9.8%[25.7 µM]
Cn1c(=O)c2c(ncn2CC(=O)N/N=C/c2ccco2)n(C)c1=O	0.2%
COc1ccc(NC(=S)N/N=C2\CC(C)(C)Oc3ccc(O)cc32)cc1	3.5%
Additional results follow:
SMILES	ERK EGF inh
O=C(Nc1ccc2ccccc2c1)C(=O)C1C(=O)Nc2ccccc21 (configuration not stated)	-14.5%[57.5 µM]
O=C(O)COc1ccccc1/C=N/NC(=O)CSc1nc2ccccc2n1Cc1ccc(Cl)cc1	-3.9%[57.5 µM]
O=C1C(SCCO)=C(SCCO)C(=O)c2ccccc21	?
Cc1ccc(C(NC(=O)N2CCOCC2)C(Cl)(Cl)Cl)cc1F (configuration not stated)	-1.4%
COc1c2ccoc2nc2c(OC)c(O)ccc12	0.3%[57.5 µM]
CC(=O)Nc1ccc(NS(=O)(=O)c2cc(-c3n[nH]c(=O)c4ccccc34)ccc2C)cc1	-2.9%[57.5 µM]
CC(NC(=O)c1ccccc1)C(=O)OCC(=O)N1c2ccccc2Sc2ccccc21 (configuration not stated)	-6.0%
COCCCNCCOc1ccc(C(C)(C)c2ccccc2)cc1	-2.7%
O=C(CSCc1ccccc1Cl)Nc1c[nH]c(=O)[nH]c1=O	7.0%
CCN(C(=O)c1c(OC)cccc1OC)c1nnc(-c2cccnc2)s1	13.5%
CCOC(=O)N1CCN(C(=O)CSc2nc(CC)nc3c2c(=O)n(C)c(=O)n3C)CC1	-1.1%[57.5 µM]
CC(C)N1C(=O)C(O)(C2COC(C)(C)CC2=O)c2ccccc21 (configuration not stated)	-2.6%
CNc1ncc(C(=O)c2ccc(F)cc2)s1	-2.9%
CC(=O)Oc1cccc(/C=C2\Sc3ccccc3C2=O)c1	?
O=C(Nc1ccc(SC(F)F)cc1)c1ccc(F)cc1	-8.0%
CCOC(=O)c1cn(CC)c2ccc(S(=O)(=O)N3CC(C)CC(C)C3)cc2c1=O (configuration not stated)	-4.4%[57.5 µM]
CCOc1ccc(/C=N/OCC(=O)Nc2ccc(OCc3ccccc3)cc2)cc1OC	4.2%
Cc1ccc(NC(=O)c2cccc(OC(F)F)c2)c(OC(F)F)c1	5.3%
CCOC(=O)c1cn2nc(Oc3cccc(C(F)(F)F)c3)ccc2n1	0.4%[57.5 µM]
CC(NC(=O)OCc1ccccc1)C(=O)NCC(=O)NC(Cc1ccc(OC(C)(C)C)cc1)C(=O)OC(C)(C)C (configuration not stated)	1.7%
CCc1ccc(Nc2nnc(SCC(=O)N(C)CC(=O)Nc3ccccc3CC)s2)cc1	4.6%
O=C(O)Cc1c(-c2ccccc2)c2cc(Br)ccc2[nH]c1=O	-5.7%[57.5 µM]
CN(Cc1ccco1)c1cc(-c2ccccc2Cl)ncn1	21.9%
CN=c1scc(-c2ccccc2F)n1/N=C/c1ccc(O)c(O)c1O	28.2µM*
NS(=O)(=O)c1ccc(NC(=O)COC(=O)COc2ccccc2)cc1	11.4%
Continued.
SMILES	ERK EGF inh
COc1ccc(-n2c(O)c(/C=N/Nc3nc(C)cc(C)n3)c3ccccc3c2=O)cc1OC	9.7%
CC(C)=CCN1CCN(Cc2cnc(N3CCCC3)s2)CC1CCO (configuration not stated)	11.2%
Fc1ccc(COc2cccc3cccnc23)cc1	-9.4%
NNC(=O)c1cc2c(N3CCC(Cc4ccccc4)CC3)ncnc2s1	5.5%
Cc1cc(C)c(NC(=O)c2sc3nc4c(cc3c2N)C(=O)CC(C)(C)C4)c(C)c1	3.2%
CCCc1cc(-c2n[nH]c(=S)n2CC)cs1	-3.6%
Cc1cc(Cl)ccc1OCC(=O)NN1C(=O)C2C3C=CC(C3)C2C1=O (configuration not stated)	6.9%
CC(=O)Nc1ccc(NC(=O)COC(=O)Cc2c[nH]c3ccccc23)cc1	7.7%
CCc1ccc(-n2cc(-c3ccc([N+](=O)[O-])cc3)[nH]c2=S)cc1	-1.9%
Cc1nonc1OCCN1CCN(c2ccc([N+](=O)[O-])cc2)CC1	0.7%[57.5 µM]
CN(C)c1ccc(C2Nc3ccccc3C(=O)N2NS(=O)(=O)c2ccccc2)cc1 (configuration not stated)	1.4%
CCn1c(=O)c([N+](=O)[O-])c(NCC(O)c2ccccc2)c2ccccc21 (configuration not stated)	6.1%
COc1ccccc1NC(=O)c1c(N=Cc2c(O)ccc3ccccc23)cnn1C	-7.4%[57.5 µM]
O=c1[nH]c(SCc2ccc([N+](=O)[O-])cc2)nc2[nH]ncc12	6.4%
Cc1cnc(NC(=O)c2ccc(OCC3CCCO3)cc2)s1 (configuration not stated)	-0.9%
Cc1ccc2ncccc2c1[N+](=O)[O-]	11.8%
O=C(O)C(CO)N=Cc1c(O)c2ccccc2oc1=O (configuration not stated)	-4.5%
Cc1ccc(C(=O)COC(=O)CCC(=O)NC2CCCCC2)cc1[N+](=O)[O-]	-5.0%
CCS(=O)(=O)N1CCN(Cc2c[nH]c3ccccc23)CC1	2.1%
Cc1cc(C)cc(OCCCCCNCCO)c1	-1.5%
CCOc1ccccc1NC(=O)C1=C(C)NC(=O)NC1c1cccs1 (configuration not stated)	3.0%
O=[N+]([O-])c1ccc(S(=O)(=O)N2CCSC2c2ccco2)cc1 (configuration not stated)	-1.9%[57.5 µM]
O=C(O)C1CCCCC1C(=O)Nc1cccc2ccccc12 (configuration not stated)	-1.0%
C#CCO[C@@H]1C[C@H](n2cnc3c(=O)[nH]c(NC(=O)C(C)C)nc32)O[C@@H]1CO	-17.8%[57.5 µM]
CCN(CC)CCCNC(=O)c1ccc(OCC(=O)Nc2ccccc2C(F)(F)F)c(OC)c1	0.7%
Next entries follow.
SMILES	ERK EGF inh
Cc1ccc(C(=O)NCC(=O)N2CCN(S(=O)(=O)c3cccs3)CC2)s1	0.8%
Cc1nc2c3cc(F)ccc3n(Cc3ccccc3)c2s1	-4.9%
CC(C)[C@H](NC(=O)c1ccc(C(C)(C)C)cc1)C(=O)Nc1nnc(C2CC2)s1	-3.5%
COc1cc(/C=N/NC(=O)CC23CC4CC(CC(C4)C2)C3)cc(Br)c1OCC(=O)N(C)C	-2.1%
CCCCN(C)C1CCN(C(=S)Nc2ccc(OC)cc2)CC1	-8.2%
CCc1ccccc1NC(=S)N(CCN1CCCCC1)Cc1ccco1	-3.1%
CCC1(CC)NC(=O)N(Cc2nc3ccccc3s2)C1=O	-11.5%
CCCN(CCC)S(=O)(=O)c1ccc(NC(=O)C2CCCO2)cc1 (configuration not stated)	8.1%
CC(C)n1nc(C(=O)NCc2ccc3c(c2)OCO3)c2ccccc2c1=O	-1.6%
COC(=O)c1ccc(NC(=O)Nc2ccc3c(c2)nc(C)n3C)cc1	7.6%
CC(C)(C)OC(=O)NCCCCCNC(=O)c1[nH]cnc1C(=O)N[C@@H](Cc1ccccc1)C(=O)OCc1ccccc1	?
CCOC(=O)Cc1csc(NC(=O)/C=C/c2cccc(Br)c2)n1	?
O=C(NC1CCCCC1)c1ccc(CS(=O)(=O)Cc2ccccc2F)o1	5.1%
CCC(NC(=O)C1CCC1)c1ccccc1 (configuration not stated)	-1.3%
CN(Cc1ccccc1)S(=O)(=O)c1ccc(Cl)c(C(=O)O)c1	1.4%[57.5 µM]

A portion from further up, for reference:
SMILES	ERK EGF inh
CCC1(CC)NC(=O)N(Cc2nc3ccccc3s2)C1=O	-11.5%
CCCN(CCC)S(=O)(=O)c1ccc(NC(=O)C2CCCO2)cc1 (configuration not stated)	8.1%
CC(C)n1nc(C(=O)NCc2ccc3c(c2)OCO3)c2ccccc2c1=O	-1.6%
COC(=O)c1ccc(NC(=O)Nc2ccc3c(c2)nc(C)n3C)cc1	7.6%

Bioassay records from PubChem BioAssay.

An excerpt, so the mix of outcomes need not match the whole.
